VIM-2 inh – blocks Pseudomonas aeruginosa VIM-2 metallo-beta-lactamase. 290,000 tested, 0.89% active. inhibition, % at 5.6 µM. AID 1527. purified VIM-2, nitrocefin hydrolysis, epi-absorbance fluorescence;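 active = inhibition above the mean of all tested compounds plus 3 SD, cutoff set per screening run, cut at about 7.5% in these data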;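 note: red hydrolysis product quenches plate fluorescence so inhibitors raise well fluorescence; 0% = enzyme with DMSO and 100% = DMSO without enzyme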
IMP-1 inhibitor – blocks Pseudomonas aeruginosa IMP-1 metallo-beta-lactamase. purified IMP-1, nitrocefin hydrolysis, epi-absorbance fluorescence. inhibition, % at 5.6 µM. 290,000 tested, 0.45% active. AID 1556;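 active = inhibition above the mean plus 3 SD of all compounds in the same screening run, cut at about 4.5% in these data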;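 note: 0% = IMP-1 with DMSO and 100% = DMSO wells lacking enzyme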
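Assay system: purified IMP-1; Quantity: IMP-1 0.2 nM before substrate addition; Medium: HEPES buffer pH 7.1 with ZnSO4 and Brij 35; Incubation: 15 min enzyme–compound preincubation, then 25 min nitrocefin reaction, 25 °C; Signal: fluorescence quenching readout, ex 480/em 530 nm; Controls: DMSO with and without IMP-1; Repeats: singlicate testing.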
p-CIP stab down – lowers stability of the mouse p/CIP coactivator protein. Q05BA5. F442A p/CIP-EGFP cells, EGFP fluorescence, 16 h. decrease of EGFP signal, % at 10 µM. 290,000 tested, 0.01% active. AID 1984;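 active = EGFP signal decrease of at least 30% at 10 µM or well 3 SD below plate mean, unless failing retest; inactive = the rest, including hits failing retest or dose response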; note: some compounds called inactive have numbers as strong as hits; many of its hits are not listed in these tables
HCV NS3 hel inh – HCV NS3 helicase inhibition | NS3 helicase DNA unwinding, Cy5 molecular beacon fluorescence | inhibition, % at 10.9 µM | 290,000 tested, 0.56% active | AID 1800;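 active = inhibition above the mean of all tested compounds plus 3 SD, set per campaign, cut at about 35% in these data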;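 note: 0% = DMSO wells and 100% = thioflavine S control wells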
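Test system: hepatitis C virus NS3 helicase domain fragment enzyme. Also added: annealed dual-labelled DNA beacon duplex, ATP-started. Timing: 60 min unwinding reaction at 25 °C after ATP addition. Technique: Cy5 fluorescence. Measure: % inhibition of unwinding.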
IDE cell activ – activators of human insulin-degrading enzyme in cells | P14735 | HEK cells, FAbeta-B cleavage, fluorescence polarization; 0% vehicle, 100% cell-free pure enzyme wells | activation, % at 5.96 µM | 340,000 tested, 0.073% active;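 active = activation above the mean of all tested compounds plus 3 SD, set per screening campaign, cut at about 17% in these data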
MEKK3 PB1 HTS – raises or lowers MEK5 binding to the human MEKK3 PB1 domain; AID 1529; 290,000 tested, 1.4% active; binding response (% of control), % at 10 µM; bead-based flow cytometry, Alexa488-MEK5 binding to MEKK3; actives lie on both sides; 0 = blocked by unlabeled MEK5, 100 = vehicle;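 active = binding response more than 3 SD above or below the average of its plate-row segment, actives on both sides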;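 note: Alexa488 bead fluorescence after subtracting the streptavidin-only scavenger bead signal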
Target sequence (Q99759 whole entry, looked up, the tested form may be a part): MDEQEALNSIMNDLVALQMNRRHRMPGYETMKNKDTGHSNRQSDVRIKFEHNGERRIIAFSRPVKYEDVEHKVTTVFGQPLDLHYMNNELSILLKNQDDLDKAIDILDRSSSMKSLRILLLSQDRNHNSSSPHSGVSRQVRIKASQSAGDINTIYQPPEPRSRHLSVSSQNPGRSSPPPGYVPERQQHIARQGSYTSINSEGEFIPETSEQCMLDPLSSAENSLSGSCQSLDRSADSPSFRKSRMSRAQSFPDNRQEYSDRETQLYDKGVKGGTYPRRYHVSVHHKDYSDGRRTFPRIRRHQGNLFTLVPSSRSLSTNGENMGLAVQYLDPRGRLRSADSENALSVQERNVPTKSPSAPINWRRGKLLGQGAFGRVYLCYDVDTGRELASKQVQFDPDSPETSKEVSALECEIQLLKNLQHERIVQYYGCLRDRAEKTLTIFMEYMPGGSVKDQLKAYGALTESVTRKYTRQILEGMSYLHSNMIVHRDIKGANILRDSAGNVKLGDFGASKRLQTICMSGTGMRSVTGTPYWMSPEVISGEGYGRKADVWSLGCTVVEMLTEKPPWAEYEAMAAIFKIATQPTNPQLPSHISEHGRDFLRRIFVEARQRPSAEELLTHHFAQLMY
PHOSPHO1 block – inhibitors of human PHOSPHO1 phosphatase; Q8TCT1; recombinant PHOSPHO1, absorbance phosphatase assay; inhibition, % at 13.3 µM; 290,000 tested, 1.1% active; in the data active = inhibition above about 60%
FID counter – fluorescent intercalator displacement, NS3 helicase counter-screen; DNA fluorescent intercalator displacement, fluorescence; inhibition, % at 7.9 µM; 290,000 tested, 0.17% active; in the data active = inhibition above about 37%;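 note: 0% = vehicle and 100% = reference compound; higher means more ethidium bromide displaced from hairpin DNA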
UBC9 SUMO inh – inhibitors of human SUMOylation (UBC9); 290,000 tested, 0.36% active; inhibition, % at 35 µM; AID 2006; HTRF SUMOylation assay, SAE1/SAE2 + UBC9, in vitro; P63279; in the data active = inhibition above about 50%, passing the limit was not always enough; note: strong numbers were not always called active
Target sequence (P63279 whole entry, looked up): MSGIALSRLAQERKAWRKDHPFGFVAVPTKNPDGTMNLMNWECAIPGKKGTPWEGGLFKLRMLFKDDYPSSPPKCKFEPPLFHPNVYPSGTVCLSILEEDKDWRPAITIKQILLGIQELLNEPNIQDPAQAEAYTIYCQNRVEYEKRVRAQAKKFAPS
* marks the source's active call; other numbers are inactive results; . = no result given; [ ] = remark or other dose.

The opening 3 entries, to show the layout:
cpd	molecule	UBC9 SUMO inh	IMP-1 inhibitor	VIM-2 inh	MEKK3 PB1 HTS	PHOSPHO1 block	FID counter	p-CIP stab down	HCV NS3 hel inh	IDE cell activ
1	S=C(NCc1ccco1)Nc1ccc(Cl)cc1	13	-0.3	0.3	96	-26	-4	-13	5	5
2	CC1(C)OC(=O)C(=NNc2ccc(O)cc2)C(=O)O1	25	-2.5	-3.5	.	18	-4	-4	3	2
3	Cc1cc(C)c2c(CN3CCOCC3)cc(=O)oc2c1	16	-1.7	0.5	100	18	-8	10	1	-1

This part in full, previewed entries included:
cpd	molecule	UBC9 SUMO inh	IMP-1 inhibitor	VIM-2 inh	MEKK3 PB1 HTS	PHOSPHO1 block	FID counter	p-CIP stab down	HCV NS3 hel inh	IDE cell activ
1	S=C(NCc1ccco1)Nc1ccc(Cl)cc1	13	-0.3	0.3	96	-26	-4	-13	5	5
2	CC1(C)OC(=O)C(=NNc2ccc(O)cc2)C(=O)O1	25	-2.5	-3.5	.	18	-4	-4	3	2
3	Cc1cc(C)c2c(CN3CCOCC3)cc(=O)oc2c1	16	-1.7	0.5	100	18	-8	10	1	-1
4	O=C(Nc1ccc(CCC(=O)N2CCCC2)cc1)c1ncn[nH]1	4	0.9	-0.7	97	14	-1	9	3	4
5	COc1ccc2cc(C3CC(c4ccco4)=NN3S(=O)(=O)c3ccccc3)c(Cl)nc2c1 (stereo unspecified)	-3	-0.8	-4.3	86	1	-10	-21	4	-3
6	Cc1cnc(NC(=O)CSc2nnc(-c3ccccc3)n2Cc2ccccc2)s1	11	-3.0	-2.6	109	3	-32	-7	-8	-3
7	Cc1ccc(S(=O)(=O)NCc2ccc(N3CCN(C(=O)OC(C)(C)C)CC3)cc2)cc1	3	-3.2	-3.4	102	34	-48	-2	-11	3
8	O=C(Nc1cnccn1)Nc1cccc(Cl)c1Cl	10	-1.3	0.2	98	-18	-1	8	7	3
9	CCOc1cc(N2CCOCC2)c(OCC)cc1NC(=O)CC12CC3CC(CC(C3)C1)C2	-2	-4.0	-1.4	107	40	-7	-15	5	-1
10	CCOc1ccc(NC(=O)c2sc3nc(C)nc(N4CCOCC4)c3c2C)cc1	-19	-1.2	-1.1	98	32	-46	-3	-7	-1
11	COc1ccc(CN(CCN)C2CC(C)N(C)CC2C)cc1 (stereo unspecified)	-5	-0.8	-0.2	102	45	12	-5	-6	-3
12	Cc1[nH]c2ccccc2c1SCC(=O)N1CCOCC1	8	-3.8	0.1	107	5	0	16	-10	1
13	O=C(Nc1ccncc1)Nc1ccc(Cl)cc1Cl	3	2.3	1.7	102	21	23	0	6	2
14	Cc1ccc(NC(=O)c2ccc(-n3cccn3)c([N+](=O)[O-])c2)cc1C	4	-3.2	-2.8	106	26	3	0	-5	-1
15	NC(=O)NN=C1C2CCCC1C(c1ccccc1)NC2c1ccccc1 (stereo unspecified)	-2	-4.3	-4.3	104	33	-18	-1	-8	8
16	C1CC(CN2CCOCC2)CN(Cc2nc(CC3CC3)no2)C1 (stereo unspecified)	6	-1.9	-2.7	101	15	0	-11	-7	3
17	N#Cc1cc2c(N)c(C(=O)Nc3ccccc3)sc2nc1N	6	-3.7	-2.5	.	7	3	-1	4	.
18	COc1ccc(C)cc1NC(=O)CNC(C)C(=O)Nc1cc(Cl)ccc1Cl (stereo unspecified)	-20	-1.4	0.7	100	-4	-32	-2	-1	1
19	Cc1cc(C(=O)CSc2n[nH]c(N)n2)c(C)n1-c1cc(F)ccc1F	26	-3.7	-3.2	100	-16	1	-22	8	0
20	CCOC(=O)C1=C(Nc2ccc(Br)cc2)CC(C)(O)C(C(=O)OCC)C1c1ccccc1 (stereo unspecified)	6	-0.9	-1.2	102	23	2	4	-6	0
21	CCOc1nc(NCc2ccco2)nc(Nc2ccccc2F)n1	-14	-0.9	-2.0	100	17	-10	-13	-6	6
22	CN(C)c1ccc(N=Nc2ccc(C(=O)O)cc2)cc1	-3	-4.6	-6.7	101	35	-10	6	63*	1
23	O=C(O/N=C\c1ccc(N2CCOCC2)c([N+](=O)[O-])c1)c1ccc(F)cc1	-6	-2.0	-1.0	.	45	-3	-8	-3	-1
24	O=C(Nc1cccc(O)c1)c1ccc(C(=O)c2ccccc2)o1	-4	-1.8	-1.5	106	17	-9	17	2	5
25	c1ccc2c(-c3nc4ncccc4o3)cccc2c1	18	-3.6	1.6	.	10	-9	-5	2	-3
26	Cc1ccccc1OCc1nnc(SCC(=O)O)n1-c1ccccc1	-1	-2.9	-1.1	104	18	-43	-10	4	6
27	Cc1ccc(NC(=O)Nc2cc(-c3ccccc3)nn2C)cc1Cl	1	-0.8	-4.1	101	32	3	-8	-16	-3
28	COc1ccc2nc3ccccc3nc2c1NC(=O)c1ccc(Cl)cc1	-2	-2.3	-0.3	99	2	5	2	11	-1
29	COc1ccc(NC(=O)CSc2nc3c(c(-c4cccs4)c2C#N)CN(C)CC3)cc1OC	13	-0.4	0.6	101	12	8	-9	-14	-5
30	O=C(NC1CCCCC1)C1CC(=O)N(CCc2ccc(F)cc2)C1 (stereo unspecified)	15	-4.9	-0.2	100	19	-12	-21	3	-1

Copied from the list:
no. 22 in PHOSPHO1 block reads 35
no. 24 in UBC9 SUMO inh reads -4
no. 28 in UBC9 SUMO inh reads -2

(more compounds)
cpd	molecule	UBC9 SUMO inh	IMP-1 inhibitor	VIM-2 inh	MEKK3 PB1 HTS	PHOSPHO1 block	FID counter	p-CIP stab down	HCV NS3 hel inh	IDE cell activ
31	O=C(c1ccco1)N1CCN(c2cc(N3CCOCC3)c(F)cc2[N+](=O)[O-])CC1	-7	-1.9	-2.6	103	13	-2	-4	3	4
32	Cn1nc([N+](=O)[O-])nc1Oc1ccccc1N	0	-2.3	-0.4	100	-5	-2	-4	-7	4
33	N#Cc1c2nc3ccccc3nc2n2cc(NC(=O)c3ccc(F)cc3)ccc12	.	-4.3	0.9	56*[inhibitor]	4	0	-25	14	0
34	c1ccc(-c2ccccc2OCCOCCN2CCNCC2)cc1	15	-1.1	0.0	100	41	16	-5	-6	-1
35	CC(C)(C)c1nnc2cccc(Cl)n12	6	-0.6	-2.6	108	34	-3	-12	8	0
36	COc1ccccc1/C=C/C=N/NC(=O)c1cccs1	12	-2.2	-1.7	90	-3	-15	-3	4	-2
37	CS(=O)(=O)Oc1ccccc1/C=C1/N=C(c2ccc(F)cc2)OC1=O	16	-1.5	-3.2	95	-4	-4	-15	-7	4
38	CCn1c(=O)cc(OCC(=O)NCc2ccco2)c2ccccc21	8	-1.1	0.1	97	5	-10	-5	2	4
39	O=C(/C=C/c1ccccc1)Oc1coc(CSc2ncccn2)cc1=O	10	-0.7	2.9	107	1	-12	-5	-8	-4
40	CNC(=O)CSc1nnc(-c2cc(C)cc(C)c2)o1	10	-1.9	1.8	102	-3	-2	-14	0	5
41	COc1ccccc1C(=O)NCCCNC(=O)c1ccccn1	-16	0.9	-1.9	105	35	-10	5	3	-2
42	CCCCC/C=C\C[C@H](O)/C=C/c1cccc(C[C@H](O)CCCCO)n1	8	-3.6	-2.4	98	6	-40	-5	6	5
43	O=C(Nc1ccc(S(=O)(=O)Nc2nccs2)cc1)c1cccc(N2C(=O)c3ccccc3C2=O)c1	29	0.2	-1.8	86	-3	-3	-7	6	-4
44	COc1ccc(OC)c(C(c2nnnn2Cc2ccccc2)N2CCN(C3CCCCC3)CC2)c1 (stereo unspecified)	13	-2.6	-1.4	100	-4	17	-10	2	1
45	CCc1nc(NCC2CCCO2)c2oc3ccccc3c2n1 (stereo unspecified)	20	0.1	1.2	96	-28	-11	12	1	2
46	Cc1cc(C)c(C#N)c(SCC(O)CS(=O)(=O)Cc2ccccc2)n1 (stereo unspecified)	4	-2.2	-1.6	86	-20	-18	2	-7	3
47	CC(=O)Nc1ccc(S(=O)(=O)N(CC(=O)O)Cc2ccccc2)cc1	-4	-1.8	-0.2	105	-22	-3	-42	-5	0
48	CCOC(=O)N1CCN(CC(=O)Nc2nnc(C(F)(F)F)s2)CC1	12	-0.2	-1.2	103	.	-10	-13	4	1
49	CCc1cc(=O)oc2cc(C)cc(OCC(=O)NCCc3c[nH]c4ccccc34)c12	2	-2.7	1.4	101	18	-24	-3	-18	0
50	COc1ccc2nc(NC(=O)CCc3ccc(OC)c(OC)c3)sc2c1	87	-2.0	-2.0	99	6	-17	-2	-8	0

By substructure: those above with a tert-butyl group (2)
cpd	molecule	UBC9 SUMO inh	IMP-1 inhibitor	VIM-2 inh	MEKK3 PB1 HTS	PHOSPHO1 block	FID counter	p-CIP stab down	HCV NS3 hel inh	IDE cell activ
7	Cc1ccc(S(=O)(=O)NCc2ccc(N3CCN(C(=O)OC(C)(C)C)CC3)cc2)cc1	3	-3.2	-3.4	102	34	-48	-2	-11	3
35	CC(C)(C)c1nnc2cccc(Cl)n12	6	-0.6	-2.6	108	34	-3	-12	8	0

Other records follow:
cpd	molecule	UBC9 SUMO inh	IMP-1 inhibitor	VIM-2 inh	MEKK3 PB1 HTS	PHOSPHO1 block	FID counter	p-CIP stab down	HCV NS3 hel inh	IDE cell activ
51	Cc1sc2ncnc(Nc3ccccc3)c2c1C	8	-3.2	-1.2	97	-36	-7	1	6	-4
52	Cc1nn(-c2ccccc2)c(C)c1C(=O)OCC(=O)NC(=O)NC1CCCCC1	10	-8.6	-4.0	103	37	-31	8	-9	7
53	CCCC(=O)Nc1nc2nc(-c3ccccc3)cc(-c3ccccc3)n2n1	14	-1.6	-1.4	0.0*[inhibitor]	4	-8	-4	0	6
54	Cc1cc(NC(=O)CSc2nnc(C)n2C)no1	-1	-2.4	-3.6	100	42	-3	-3	3	-4

Screens from PubChem.

Only part of the results is shown. The share of hits here may be higher or lower than overall.
